GlmU inhibition = inhibition of mycobacterial GlmU enzyme – biochemical, glucosamine-1-phosphate acetyltransferase (AID 1376) | Bifunctional protein GlmU (Mycobacterium tuberculosis (strain ATCC 25618 / H37Rv)) | 0.25% of 220,000 active | M. tuberculosis GlmU acetyltransferase enzyme assay; higher % means a stronger effect | one-dose inhibition, %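 (tested at 30 µM in the primary screen)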; IC50 in µM for titrated hits; in the data active = inhibition above about 13%; inconclusive = no clear call, values can overlap the other calls;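 also: 0% = complete reaction with vehicle and 100% = reaction without substrate; strong numbers were not always called active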
RmlCD inh 1536 = M. tuberculosis RmlC/RmlD coupled enzyme inhibitors, primary screen, biochemical, compound mixtures, 384-well, from 1536-well plates; AID 1533, 2009; 0.03% of 160,000 active; dTDP-4-dehydrorhamnose reductase (Mycobacterium tuberculosis (strain ATCC 25618 / H37Rv)) …; inhibition, % at 3.6 µM; RmlC+RmlD coupled enzyme assay, percent inhibition; primary screen in compound mixtures; in the data active = inhibition mostly above about 34%, no sharp cut-off; inconclusive = no clear call, values can overlap the other calls; inactive = mostly below about 22%; also: some results filed as inactive read as strong as hits
Target sequence (P9WH09 whole entry, looked up): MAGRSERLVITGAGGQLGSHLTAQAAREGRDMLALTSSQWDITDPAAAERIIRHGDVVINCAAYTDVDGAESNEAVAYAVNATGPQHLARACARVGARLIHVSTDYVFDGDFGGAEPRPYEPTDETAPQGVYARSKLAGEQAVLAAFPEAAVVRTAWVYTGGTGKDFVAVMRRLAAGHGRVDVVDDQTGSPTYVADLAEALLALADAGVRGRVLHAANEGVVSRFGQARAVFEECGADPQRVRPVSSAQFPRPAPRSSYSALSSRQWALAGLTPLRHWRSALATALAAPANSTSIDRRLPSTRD
Target sequence (P9WH11 whole entry, looked up): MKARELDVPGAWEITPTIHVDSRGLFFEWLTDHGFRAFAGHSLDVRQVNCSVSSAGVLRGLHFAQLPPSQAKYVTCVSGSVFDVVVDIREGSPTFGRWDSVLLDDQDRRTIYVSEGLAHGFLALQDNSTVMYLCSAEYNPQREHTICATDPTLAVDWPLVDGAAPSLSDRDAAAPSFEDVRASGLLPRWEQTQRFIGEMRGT
Starred values were filed as active, the others as inactive; ? = inconclusive; . = not tested or not shown. A portion of the library (hit frequency here may not be typical).

SMILES | GlmU inhibition | RmlCD inh 1536
COc1ccccc1N1CCN(S(=O)(=O)c2cc(C)sc2C)CC1 | 1.6% | 36.4
O=C(NCCNc1ccc(Cl)cc1[N+](=O)[O-])c1cccnc1 | 2.5% | .
COC(=O)C1=C(C(=O)OC)[C@@H]2N(C)c3ccccc3[C@@]23C[C@@H](C(=O)OC)N(C(=O)CC(C)C)C3=N1 | 0.1% | .
O=c1oc2ccccc2c(O)c1[C@H]1c2ccc(O)cc2Oc2c1c(=O)oc1ccccc21 | 117µM* | -8.1
N#Cc1nc(COc2ccc(Cl)cc2)oc1NCc1ccc2c(c1)OCO2 | -0.5% | 17.7
Cc1ccc(NC(=O)C2CCN(c3nc(C)cc(C)n3)CC2)cc1 | 2.3% | 10.7
Cc1cc(C)c2c(n1)sc1c(=O)n(-c3ccccc3)c(=O)[nH]c12 | 9.1% | .
Cc1ccc(-n2c(C)c([N+](=O)[O-])c3ccc(O)cc32)cc1 | 0.2% | 8.0
O=C(NC1CCN(C(=O)C2CCCCC2)CC1)c1ccccc1 | 1.6% | -2.5
CCn1c2ccccc2c2cc(NC(=O)CNC)ccc21 | -2.7% | -10.6
COC(=O)c1c(C)nc(C)c(C(=O)OC)c1-c1cccs1 | -1.9% | -9.3
CCn1c(COc2cccc3ccccc23)nnc1SCC(N)=O | 11.4% | -9.9
COc1ccc(NC(=O)c2nc(C)c(C3(C)CC(c4cccnc4)=NO3)s2)cc1 (stereo unspecified) | -1.6% | .
Cc1c(C(=O)NCc2cccnc2)oc2ccccc12 | 0.1% | .
CCN(CC)S(=O)(=O)c1cccc(N2CC(O)=C(c3ccccc3)C2=N)c1 | -2.2% | .
CCCC(=O)c1cc(F)c(N2CCOCC2)cc1C | -1.0% | 0.5
COc1ccc(CCNC(=O)COC(=O)/C=C/c2ccc(OC)c(OC)c2)cc1 | -0.6% | -2.5
COc1cc(S(=O)(=O)NC2CCCCC2)ccc1Cl | 5.9% | 14.2
CCOC(=O)Nc1sc2c(c1C#N)CCC(C)C2 (stereo unspecified) | -3.7% | .
Cc1noc(C)c1COc1cccc(C(=O)OCCOc2ccc(F)cc2)c1 | 5.2% | .

Arranged by length of the SMILES (lowest first): some entries from above
SMILES | GlmU inhibition | RmlCD inh 1536
CCOC(=O)Nc1sc2c(c1C#N)CCC(C)C2 (stereo unspecified) | -3.7% | .
Cc1c(C(=O)NCc2cccnc2)oc2ccccc12 | 0.1% | .
COc1cc(S(=O)(=O)NC2CCCCC2)ccc1Cl | 5.9% | 14.2
CCn1c(COc2cccc3ccccc23)nnc1SCC(N)=O | 11.4% | -9.9
O=C(NC1CCN(C(=O)C2CCCCC2)CC1)c1ccccc1 | 1.6% | -2.5
COC(=O)c1c(C)nc(C)c(C(=O)OC)c1-c1cccs1 | -1.9% | -9.3
COc1ccccc1N1CCN(S(=O)(=O)c2cc(C)sc2C)CC1 | 1.6% | 36.4
Cc1ccc(NC(=O)C2CCN(c3nc(C)cc(C)n3)CC2)cc1 | 2.3% | 10.7
N#Cc1nc(COc2ccc(Cl)cc2)oc1NCc1ccc2c(c1)OCO2 | -0.5% | 17.7
Cc1cc(C)c2c(n1)sc1c(=O)n(-c3ccccc3)c(=O)[nH]c12 | 9.1% | .
COc1ccc(CCNC(=O)COC(=O)/C=C/c2ccc(OC)c(OC)c2)cc1 | -0.6% | -2.5
CCN(CC)S(=O)(=O)c1cccc(N2CC(O)=C(c3ccccc3)C2=N)c1 | -2.2% | .
O=c1oc2ccccc2c(O)c1[C@H]1c2ccc(O)cc2Oc2c1c(=O)oc1ccccc21 | 117µM* | -8.1
COC(=O)C1=C(C(=O)OC)[C@@H]2N(C)c3ccccc3[C@@]23C[C@@H](C(=O)OC)N(C(=O)CC(C)C)C3=N1 | 0.1% | .

More records follow:
SMILES | GlmU inhibition | RmlCD inh 1536
CCc1nnc(NC(=O)c2cnccn2)s1 | -2.7% | 90.5
COc1cc2c(C(=O)NCCCN3CC(C)CC(C)C3)cn(CC(C)C)c(=O)c2cc1OC (stereo unspecified) | 4.0% | -5.0
O=C(Nc1ccc(Cl)cn1)c1ccc(Br)c(S(=O)(=O)N2CCCCC2)c1 | -7.5% | 11.8
CCn1c(C)nc2c(=O)oc3ccccc3c21 | -1.2% | -9.2
CC(C)c1ccc(OCC(=O)N(Cc2ccccc2)c2ccccn2)cc1 | -3.9% | -15.0
CCc1c(C)nc2ncnn2c1N1CCCC(C(=O)Nc2cc(F)ccc2C)C1 (stereo unspecified) | 3.2% | .
O=C(Nc1cccc2cccnc12)c1ccc(Br)o1 | -3.1% | -10.0
CCCCC(=O)N/N=C(/C)C1=C(C)C(C)(C)OC1=O | 1.9% | -5.1
Cn1c(=O)c2c(ncn2CC(=O)OCC(=O)NC(c2ccccc2)c2ccccc2)n(C)c1=O | 3.5% | .
COc1c(O)cccc1[C@H](O)C1CCN(CCc2ccc(F)cc2)CC1 | -0.2% | .
FC(F)(F)c1cccc(NC(=S)NCc2ccccc2)c1 | 1.6% | -11.0
COc1ccc(/C=C2/N=C(SC)NC2=O)cc1OC | . | -1.9
CSc1ccccc1-c1nnc(-c2ccc(Cl)cc2Cl)o1 | . | -11.5
Cc1ccc(NC(=O)C(SCC(=O)O)c2ccccc2)cc1C (stereo unspecified) | 2.4% | .
COc1ccc(N2CCN(c3ncccc3C#N)CC2)cc1 | -2.1% | 12.7
O=C(O)c1ccc(-n2cccc2/C=C2/NC(=O)N(c3cccc(Cl)c3)C2=O)cc1 | 66.8µM* | 4.3
Cc1[nH]oc(=O)c1N=Nc1ccccc1 | 8.4% | 0.1
O=C(COC(=O)Cc1cccc(C(F)(F)F)c1)Nc1ccccc1 | 4.0% | 5.8
CC1CC(=O)N(Cc2ccccc2)c2ccccc2N1C=O (stereo unspecified) | 3.7% | -0.2
CCc1ccc(-c2cn3nc(-c4ccccc4)cnc3n2)cc1 | 4.8% | 70.3*
CCOC(=O)N1CCN(Cc2nc3c(c(=O)n(C)c(=O)n3C)n2Cc2cccc3ccccc23)CC1 | 1.2% | .
Nc1nnc(SCC(=O)Nc2ccccc2)s1 | 1.4% | 0.2
CC(O)C(=O)N/N=C/c1cccc(Cl)c1Cl (stereo unspecified) | 4.6% | .
Cc1cc(-c2[nH]nc3c2C(c2ccsc2)C(C#N)=C(N)O3)c(C)s1 (stereo unspecified) | -2.0% | 1.0
CCCCCC(=O)Nc1c(-c2cccs2)c(=O)c2ccccc2n1C | 5.4% | .
COc1ccc(C(=O)Oc2cccnc2)cc1OC | -3.8% | 4.2
CCOc1ccccc1OCc1nn2c(COc3ccccc3)nnc2s1 | 6.7% | 17.1
CCOC(=O)c1ccc(N2C(=O)c3n[nH]c(-c4ccco4)c3C2c2cccc([N+](=O)[O-])c2)cc1 (stereo unspecified) | 8.9% | -3.0
Cc1cn2c(N)c(/C=C3\C=Nc4ccccc43)c(=O)nc2s1 | -1.6% | 8.8
COc1ccc(C(=O)NCCc2c[nH]c3ccccc23)cc1S(=O)(=O)N1CCOCC1 | -4.8% | 4.4
O=C(N/N=C/c1ccccn1)c1ccccc1 | 2.8% | .
Cc1nc2c3cc(Cl)ccc3n(CCN3CCOCC3)c2s1 | 3.0% | -7.9
Nc1cc(C(=O)O)c(N)c2c1C(=O)c1ccccc1C2=O | 12.9%* | -7.5
O=C(NNC1=NCCC1)C1CC1 | 2.6% | 3.6
CCCCn1c(NS(=O)(=O)c2ccccc2)c(S(=O)(=O)c2ccc(C)cc2)c2nc3ccccc3nc21 | -3.2% | -0.1
Cc1ccc(S(=O)(=O)/C(C#N)=C/c2c(N3CCC(C(N)=O)CC3)nc3ccccn3c2=O)cc1 | 2.2% | -9.1
O=C(OCc1cc2ccccc2[nH]c1=O)C1CCCO1 (stereo unspecified) | 6.1% | 4.0
O=C(NCc1ccncc1)C(=O)Nc1nc2ccccc2s1 | -5.1% | .
Cc1ccc(C(=O)NCCN2CCCC2)cc1 | 3.4% | -13.5
COc1cccc(-n2c(CNC(=O)OC(C)(C)C)n[nH]c2=S)c1 | 1.9% | 11.4
CC1(C)C(c2ccccc2)=NC(c2ccccc2)N1O (stereo unspecified) | . | 3.9
CN(C)c1ccc(/C=C/c2cc[n+](C)cc2)cc1 | -3.1% | .
CC(C)=Cc1oc2ccc([N+](=O)[O-])cc2c1N1CC(C)OC(C)C1 (stereo unspecified) | -2.9% | -13.2
NC(=O)c1nn(-c2cccc(Cl)c2)c(=O)cc1O | 0.9% | 0.9
O=C(c1ccc(F)cc1)n1c(NCc2ccccc2)n[nH]c1=S | -3.7% | 57.2
Brc1cccc(/C=N/Nc2nn[nH]n2)c1 | -5.4% | .
O=C(COC(=O)C1=COCCO1)Nc1cc(S(=O)(=O)N2CCCCC2)ccc1Cl | -3.6% | 1.8
Cc1ccc(CNC(=O)C(=O)NCC2CCCO2)cc1 (stereo unspecified) | -2.0% | -12.6
COC(=O)C1C2C=CC3(CN(CCc4ccccc4)C(=O)C13)O2 (stereo unspecified) | 3.0% | .
O=C(Nc1ccc2ccccc2c1)N1CCN(c2ncccc2C(F)(F)F)CC1 | 0.1% | .
NC1=NC(=O)C(c2ccccc2)O1 (stereo unspecified) | . | 5.1
CCC(Sc1nc(-c2ccccc2)c(C#N)c(=O)[nH]1)C(=O)Nc1cc(C)on1 (stereo unspecified) | -0.7% | .
CC(C)c1nc2oc3ccccc3c(=O)c2c(=O)n1-c1ccccc1 | 0.4% | 14.0
CSCCC(NC(N)=O)C(=O)N(C)CC(=O)Nc1cc(C)ccc1C (stereo unspecified) | 0.1% | -5.4
COC(=O)CCCC1=CC2=CC(=O)C(C)(OC(=O)c3cccs3)C(=O)C2=CN1CCCCO (stereo unspecified) | -5.5% | .
CCOC(=O)C1C(=O)N(C)C2(C)CC1c1ccccc1O2 (stereo unspecified) | -3.2% | .
Cc1onc(-c2ccccc2)c1C(=O)N1CCC2(CC1)OCCO2 | 3.4% | -7.3
Cc1cccc2cc(C(c3nnnn3C(C)(C)C)N3CCN(C(=O)c4ccco4)CC3)c(=O)[nH]c12 (stereo unspecified) | -1.8% | -11.2
Cc1ccc(C(=O)O)cc1-c1ccc(/C=C2\SC(=O)N(CC(=O)Nc3ccccc3)C2=O)o1 | 6.5% | 9.0
COc1nc(OCCNS(=O)(=O)c2ccc(C)cc2)nc(N(C)C)n1 | -4.2% | 4.9
Carrying on:
SMILES | GlmU inhibition | RmlCD inh 1536
O=c1c2cc(Cl)ccc2nc(-c2ccc(Cl)c(Cl)c2)n1O | 4.7% | 5.0
CCCNC(=O)OCc1cccnc1Sc1ccc(C)cc1 | 2.9% | 2.2
COc1ccc(C(=O)CN(C(=O)c2ccc(Cl)cc2)N2C(=O)c3ccccc3C2=O)cc1 | 1.0% | -1.6
COCCCNC(=O)c1cccc(NC(=O)c2ccccc2)c1 | 0.9% | -6.5
O=C(COc1ccc(Cl)cc1)N/N=C/CCc1ccccc1 | -5.0% | .
COc1ccc(C2(C(=O)Nc3ccccc3)CCOCC2)cc1 | 3.8% | 4.1
CCOc1ccc(NC(=O)CCC(=O)NNC(=O)COc2ccc(C)cc2)cc1 | 2.6% | -7.3
Cn1cccc1CN1CCN(C(=O)COc2ccccc2)CC1 | ? | 3.3
O=C1C(c2c(O)[nH]c3ccccc23)=Nc2ccccc21 | 6.1% | -5.5
COc1ccc(C(=O)N2CCN=C2SC)cc1OC | 1.2% | -1.0
COc1ccc(C2CC(c3ccccc3)=NN2C(=O)CN2N=NC3C(=O)N(c4cccc(F)c4)C(=O)C32)cc1 (stereo unspecified) | -3.2% | -5.4
CC(C)N(C)C(=O)CCc1nnc(CCc2c[nH]c3ccccc23)o1 | -1.2% | 11.9
Cc1ccc(CN2CCN(Cc3nc(C(C)C)cs3)CC2CCO)cc1 (stereo unspecified) | 1.8% | -7.2
O=[N+]([O-])c1ccc(NC2CCCC2)cc1 | -1.8% | 11.4
CC(=O)c1c(N2CCN(C)CC2)nc(=S)n(-c2cc(C)ccc2C)c1C | 1.5% | 24.6
COc1cccc2c(=O)c3ccccc3oc12 | 4.1% | -7.9
CC(C)(C)CN1C(=O)C(=O)NC[C@@H]1CCCCN | 1.6% | .
CCC(=O)N1CCc2cc(Br)cc(S(=O)(=O)N(C)c3ccc(OC)cc3OC)c21 | 1.4% | -4.9
CC1=NN(C(=O)Cn2nc([N+](=O)[O-])c(Br)c2C)C(O)(C(F)(F)F)C1 (stereo unspecified) | -1.7% | -11.4
CCc1ccc(C(C(=O)NC(C)(C)CC)N(Cc2ccco2)C(=O)Cn2nnc3ccccc32)cc1 (stereo unspecified) | 7.6% | .
Cc1sc2nc(CC(=O)N3CCCC3)[nH]c(=O)c2c1C | -4.2% | -12.7
C=C(C)Cn1c(Sc2nc3ccccc3[nH]2)nc2c1c(=O)[nH]c(=O)n2C | -0.8% | .
CN(C)C=NC(=O)c1cn(-c2ccc(F)cc2)c(=O)c2ccccc12 | 4.5% | -3.9
CC1CCN(C(=O)CSc2nnc(-c3cc4ccccc4cc3O)n2Cc2ccco2)CC1 | 2.8% | -9.2
CN(C)S(=O)(=O)c1cccc(C(=O)OCC(=O)NCc2ccc3c(c2)OCO3)c1 | 0.8% | .
COc1ccccc1CNC(=O)C/C(C)=N/NC(=O)Cc1ccc(OC)c(OC)c1 | 0.9% | .
COC(=O)C1=C(C)NC(C)=C([N+](=O)[O-])C1c1ccccc1C(F)(F)F (stereo unspecified) | 0.4% | .
CCn1nc(NC(=O)c2cccnc2)c2cc3ccccc3nc21 | -1.4% | -0.7
Cc1ccc(S(=O)(=O)N2CC3CCCC2C3)cc1 (stereo unspecified) | 4.3% | -14.7
O=C(CCNS(=O)(=O)c1ccc(Cl)cc1)N1CCN(Cc2ccccc2)CC1 | -0.1% | .

From PubChem
